MPTP block = permeability transition pore inhibition. isolated mouse mitochondria, Ca2+ swelling absorbance, 30 min. inhibition, % at 10 µM. 1.4% of 360,000 active;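 active = inhibition of 50% or more, scaled per plate between neutral and stimulator controls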;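 note: 0% = DMSO wells given calcium and 100% = 1 mM EGTA wells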
hIAP act = increases human intestinal alkaline phosphatase activity | activation factor at 10 µM | purified human IAP, CDP-Star luminescence, 30 min; stronger effect = higher value; 1 = vehicle-only enzyme, 0 = enzyme-free background | 0.16% of 330,000 active;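 active = activation factor of the enzyme at least 2-fold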; note: the source names both 10 and 20 µM as test concentration; values of inactives mirror those of a sister screen read the other way
Target sequence (P09923 whole entry, looked up): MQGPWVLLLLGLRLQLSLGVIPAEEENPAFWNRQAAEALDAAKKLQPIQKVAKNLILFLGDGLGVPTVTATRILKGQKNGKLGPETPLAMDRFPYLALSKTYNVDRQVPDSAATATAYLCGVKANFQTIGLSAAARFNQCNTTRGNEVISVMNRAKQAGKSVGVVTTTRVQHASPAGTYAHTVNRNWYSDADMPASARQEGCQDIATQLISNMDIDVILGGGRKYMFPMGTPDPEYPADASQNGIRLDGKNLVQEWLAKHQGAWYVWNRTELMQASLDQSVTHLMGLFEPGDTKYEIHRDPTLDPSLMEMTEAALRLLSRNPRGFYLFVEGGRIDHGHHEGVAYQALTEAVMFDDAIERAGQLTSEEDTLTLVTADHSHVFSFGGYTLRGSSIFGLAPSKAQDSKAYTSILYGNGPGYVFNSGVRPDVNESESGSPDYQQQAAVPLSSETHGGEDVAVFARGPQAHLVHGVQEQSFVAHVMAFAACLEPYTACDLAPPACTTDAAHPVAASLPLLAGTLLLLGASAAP
hIAP block = blocks human intestinal alkaline phosphatase. P09923. purified IAP, CDP-Star luminescence, 30 min. inhibition, % at 10 µM. 0.12% of 330,000 active. AID 2544;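 active = inhibition reaching a set limit with compound at 10 µM in the primary screen, cut at about 35% in these data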;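 note: plate controls were DMSO wells with enzyme for no effect and no-enzyme buffer wells for full effect; values of inactives mirror those of a sister screen read the other way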
mIAP activ = increases mouse intestinal alkaline phosphatase activity; activation factor at 10 µM; muIAP, CDP-Star luminescence, 30 min; stronger effect = higher value; 1 = vehicle-only enzyme signal, 0 = enzyme-free wells; 0.24% of 330,000 active;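 active = activation factor of at least 2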; note: the source names both 10 and 20 µM as test concentration; values of inactives mirror those of a sister screen read the other way
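Assay system: mouse IAP enzyme / Compound: DMSO-dissolved test compounds / Timing: 30 min, room temperature / Measured by: luminescence from enzymatic CDP-Star hydrolysis / Control set: DMSO-only wells, enzyme-free buffer wells as negative control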
mIAP inh = mouse IAP inhibition; purified mouse IAP, CDP-Star luminescence, 30 min; inhibition, % at 10 µM; 0.2% of 330,000 active; AID 2806;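 active = inhibition of at least 40% at 10 µM in the primary screen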;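 note: plate controls were DMSO with enzyme for no effect and no enzyme wells for full effect; values of inactives mirror those of a sister screen read the other way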
APOBEC3G inh = inhibitors of human APOBEC3G DNA deaminase. recombinant A3G, ssDNA deamination FAM/TAMRA fluorescence. Q9HC16. 0.28% of 330,000 active. AID 493012. inhibition, % at 20 µM;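 active = inhibition of at least 40% at 20 µM, with no more than 30% in the related APOBEC3A deaminase screen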;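 note: plate controls were DMSO wells with A3G for no effect and wells lacking A3G enzyme for full effect; some compounds called inactive have numbers as strong as hits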
Target sequence (Q9HC16 whole entry, looked up): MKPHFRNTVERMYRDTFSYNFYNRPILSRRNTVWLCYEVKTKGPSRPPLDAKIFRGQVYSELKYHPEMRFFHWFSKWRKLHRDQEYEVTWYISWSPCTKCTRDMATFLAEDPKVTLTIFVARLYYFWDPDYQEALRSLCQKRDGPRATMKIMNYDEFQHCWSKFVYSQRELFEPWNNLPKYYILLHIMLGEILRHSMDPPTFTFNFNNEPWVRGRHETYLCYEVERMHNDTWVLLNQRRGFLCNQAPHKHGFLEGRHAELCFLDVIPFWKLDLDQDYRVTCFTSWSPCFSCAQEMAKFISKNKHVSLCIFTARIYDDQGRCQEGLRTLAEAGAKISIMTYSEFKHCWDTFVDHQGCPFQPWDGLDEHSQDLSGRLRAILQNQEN
NR3A LBD binder = modulates the human NR3A ligand-binding domain. NR3A LBD differential scanning fluorimetry, Tm shift; 0% = protein alone, 100% = glycine-bound protein. Tm shift relative to glycine control, % at 25 µM. 2.5% of 340,000 active. AID 1259313;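 active = melting temperature shift of at least 10% of the positive control shift, at one fixed dose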
A3A deaminase = blocks human APOBEC3A ssDNA deamination | inhibition, % at 20 µM | recombinant A3A, FAM/TAMRA ssDNA deamination fluorescence | AID 493011 | 0.41% of 330,000 active;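 active = at least 40% inhibition at 20 µM here, with at most 30% in a related deaminase screen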;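 note: plate controls were A3A with DMSO for no effect and wells lacking A3A enzyme for full effect; some results filed as inactive read as strong as hits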
beta cell repl = inducers of beta-cell replication in MIN6 cells; MIN6 cells proliferation, ATPlite luminescence, 48 h; cells starved in 0.2% serum; 100% = growth in 10% serum; proliferation, % at 10 µM; 0.29% of 330,000 active; AID 2380;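 active = compounds whose signal lies at least 3.5 SD above the mean of all wells on their plate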;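 note: 0% = DMSO-treated cells in low-serum medium and 100% = 10% serum control; some compounds called inactive have numbers as strong as hits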
An asterisk follows results filed as active.

Start of the data: the first four records, ahead of the listing:
`O=c1c2cc(N3CCOCC3)ccc2[nH]c(=S)n1CCCN1CCN(c2ccccc2F)CC1` gave hIAP act 0.94, hIAP block 6, mIAP activ 0.94, mIAP inh 6, APOBEC3G inh -2, A3A deaminase -2 and beta cell repl -6.
`O=C(COc1ccc(C(=O)c2ccccc2)cc1)NCC1CCCCC1` gave MPTP block 4.7, hIAP act 0.95, hIAP block 5, mIAP activ 0.98, mIAP inh 2, APOBEC3G inh 4, NR3A LBD binder -3, A3A deaminase 2 and beta cell repl -2.
`Nc1c(C(=O)NCc2ccccc2)nnn1Cc1ccccc1` gave MPTP block 0.1, hIAP act 1.1, hIAP block -6, mIAP activ 0.91, mIAP inh 9, APOBEC3G inh -2, NR3A LBD binder 1, A3A deaminase -2 and beta cell repl 1.
For CNS(=O)(=O)c1ccc(NC(=O)c2ccccn2)cc1 the results were MPTP block -1.4, hIAP act 0.84, hIAP block 16, mIAP activ 1, mIAP inh -4, APOBEC3G inh -9, NR3A LBD binder -2, A3A deaminase -5 and beta cell repl 0.

Main list (from the top)
`O=c1c2cc(N3CCOCC3)ccc2[nH]c(=S)n1CCCN1CCN(c2ccccc2F)CC1` gave hIAP act 0.94, hIAP block 6, mIAP activ 0.94, mIAP inh 6, APOBEC3G inh -2, A3A deaminase -2 and beta cell repl -6.
`O=C(COc1ccc(C(=O)c2ccccc2)cc1)NCC1CCCCC1` gave MPTP block 4.7, hIAP act 0.95, hIAP block 5, mIAP activ 0.98, mIAP inh 2, APOBEC3G inh 4, NR3A LBD binder -3, A3A deaminase 2 and beta cell repl -2.
`Nc1c(C(=O)NCc2ccccc2)nnn1Cc1ccccc1` gave MPTP block 0.1, hIAP act 1.1, hIAP block -6, mIAP activ 0.91, mIAP inh 9, APOBEC3G inh -2, NR3A LBD binder 1, A3A deaminase -2 and beta cell repl 1.
For CNS(=O)(=O)c1ccc(NC(=O)c2ccccn2)cc1 the results were MPTP block -1.4, hIAP act 0.84, hIAP block 16, mIAP activ 1, mIAP inh -4, APOBEC3G inh -9, NR3A LBD binder -2, A3A deaminase -5 and beta cell repl 0.
`COc1ccc(N(C(C)C(=O)N/N=C/c2ccc(OC)c(OC)c2)S(C)(=O)=O)cc1` (stereo not given) gave MPTP block 1.3, hIAP act 0.95, hIAP block 5, mIAP activ 1, mIAP inh -1, APOBEC3G inh -6, NR3A LBD binder -1, A3A deaminase -1 and beta cell repl 3.
Screening Cc1cc(Cl)c(S(=O)(=O)N2CCN(c3ccccn3)CC2)cc1OCC(N)=O returned MPTP block -2.6, hIAP act 0.87, hIAP block 13, mIAP activ 1, mIAP inh -2, APOBEC3G inh -9, NR3A LBD binder 0, A3A deaminase -1 and beta cell repl 3.
Screening Cc1ccc(S(=O)(=O)NCCSCc2ccco2)cc1 returned MPTP block -0.8, hIAP act 0.92, hIAP block 8, mIAP activ 0.91, mIAP inh 9, APOBEC3G inh -9, NR3A LBD binder 0, A3A deaminase -4 and beta cell repl -3.
Screening Cc1ccc(C(C(=O)NC(C)(C)C)N(CC2CCCO2)C(=O)Cn2nnc(-c3ccc(C)o3)n2)cc1 (stereo not given) returned MPTP block -0.3, hIAP act 1, hIAP block -4, mIAP activ 1.1, mIAP inh -9, APOBEC3G inh -6, NR3A LBD binder 1, A3A deaminase -5 and beta cell repl -3.
`CC(=O)NC(NC(=S)Nc1ccc(N=Nc2ccccc2)cc1)C(Cl)(Cl)Cl` (stereo not given) gave MPTP block 94*, hIAP act 0.98, hIAP block 2, mIAP activ 0.73, mIAP inh 27, APOBEC3G inh -2, NR3A LBD binder 13*, A3A deaminase -1 and beta cell repl -5.
`NS(=O)(=O)c1cccc(NC(=O)CSc2ccccn2)c1` gave MPTP block -5.5, hIAP act 1.1, hIAP block -11, mIAP activ 0.96, mIAP inh 4, APOBEC3G inh -1, NR3A LBD binder -1, A3A deaminase -7 and beta cell repl -3.
`Cc1ccc(NC(=O)CCNC(=O)Cn2cnc3ccccc3c2=O)cc1F` gave MPTP block 1.2, hIAP act 0.92, hIAP block 8, mIAP activ 1.1, mIAP inh -9, APOBEC3G inh -2, NR3A LBD binder 1, A3A deaminase -1 and beta cell repl -1.
`FC(F)(F)Oc1ccc(NC(=S)Nc2ccc(OC(F)(F)F)cc2)cc1` gave MPTP block 95*, hIAP act 1.1, hIAP block -6, mIAP activ 1, mIAP inh -3, APOBEC3G inh -4, NR3A LBD binder 5, A3A deaminase 1 and beta cell repl -4.
For COc1ccc(-n2cc3ccc([N+](=O)[O-])cc3n2)cc1 the results were MPTP block -0.1, hIAP act 0.81, hIAP block 18, mIAP activ 0.91, mIAP inh 9, APOBEC3G inh -9, NR3A LBD binder 9, A3A deaminase -3 and beta cell repl -3.
Screening COc1ccc(C(=O)Nn2c(C)nc3ccccc3c2=O)cc1 returned MPTP block 0.0, hIAP act 0.91, hIAP block 9, mIAP activ 0.94, mIAP inh 6, APOBEC3G inh -6, NR3A LBD binder 0, A3A deaminase 1 and beta cell repl -2.
Screening CC(C)CC(=O)NC(=S)Nc1ccccn1 returned MPTP block -0.2, hIAP act 0.93, hIAP block 7, mIAP activ 1.1, mIAP inh -9, APOBEC3G inh -1, NR3A LBD binder 1, A3A deaminase -1 and beta cell repl -1.
`COc1ccc(S(=O)(=O)N2CCOCC2)cc1NC(=O)c1c(-c2ccccc2)noc1C` gave MPTP block -0.6, hIAP act 0.93, hIAP block 7, mIAP activ 0.96, mIAP inh 4, APOBEC3G inh -5, NR3A LBD binder 0, A3A deaminase 1 and beta cell repl 0.
`O=C(c1cccnc1)N1CCC(Oc2ccc(C(=O)N3CCCC(O)C3)cc2)CC1` (stereo not given) gave MPTP block -1.9, hIAP act 1.1, hIAP block -5, mIAP activ 1, mIAP inh -3, APOBEC3G inh 1, NR3A LBD binder -2, A3A deaminase 1 and beta cell repl 3.
Screening COc1ccc(NC(=O)/C=C/c2ccc(Br)o2)cn1 returned MPTP block -0.8, hIAP act 0.84, hIAP block 16, mIAP activ 0.94, mIAP inh 6, APOBEC3G inh 48, NR3A LBD binder 2, A3A deaminase 52 and beta cell repl -3.
`Cc1ccc(C(=O)C(=S)N2CCOCC2)cc1` gave MPTP block -0.3, hIAP act 1, hIAP block 0, mIAP activ 1.1, mIAP inh -6, APOBEC3G inh -4, NR3A LBD binder -2, A3A deaminase 1 and beta cell repl -1.
Clc1cccc2sc(N3CCCCC3)nc12 was read as MPTP block 0.1, hIAP act 0.92, hIAP block 8, mIAP activ 1.1, mIAP inh -6, APOBEC3G inh -3, NR3A LBD binder -2, A3A deaminase -1 and beta cell repl -2.
`CCN(CC)c1ccc(NC(=O)CSc2nc3ccccc3c(=O)n2-c2cc(S(=O)(=O)N(C)C)ccc2C)cc1` gave MPTP block 1.4, hIAP act 1.1, hIAP block -10, mIAP activ 1.1, mIAP inh -9, APOBEC3G inh -1, NR3A LBD binder -2, A3A deaminase -6 and beta cell repl -1.
Screening CCC(C)(C)NC(=O)CN(C(=O)CCC(=O)Nc1nccs1)c1ccc(C)cc1 returned MPTP block 0.6, hIAP act 1.3, hIAP block -32, mIAP activ 0.96, mIAP inh 4, APOBEC3G inh -5, NR3A LBD binder -1, A3A deaminase -5 and beta cell repl 0.
For COc1ccc(CNC(=O)c2cc3cc(OC)ccc3oc2=O)cc1 the results were MPTP block -0.3, hIAP act 1.2, hIAP block -21, mIAP activ 0.94, mIAP inh 6, APOBEC3G inh -2, NR3A LBD binder 1, A3A deaminase -3 and beta cell repl -4.
`CC(C)n1c(N2CCN(CC(=O)NCc3cccs3)CC2)nc2ccccc21` gave MPTP block -0.1, hIAP act 1, hIAP block -3, mIAP activ 1.1, mIAP inh -10, APOBEC3G inh -2, NR3A LBD binder 2, A3A deaminase -3 and beta cell repl -4.
Screening O=C(CSc1nc2ccccc2c(=O)n1CC1CCCO1)NCC1CCCO1 (stereo not given) returned MPTP block 1.3, hIAP act 1.1, hIAP block -10, mIAP activ 0.98, mIAP inh 2, APOBEC3G inh -9, NR3A LBD binder -3, A3A deaminase 7 and beta cell repl 3.
Screening CCOC(=O)c1oc2ccccc2c1COC(=O)CNC(=O)c1ccc(C)cc1 returned MPTP block -0.3, hIAP act 1.1, hIAP block -14, mIAP activ 0.96, mIAP inh 4, APOBEC3G inh -8, NR3A LBD binder -1, A3A deaminase 1 and beta cell repl 0.
`COc1ccc(S(=O)(=O)Nc2ccc(S(=O)(=O)N3CCCCC3)cc2)cc1C` gave MPTP block -2.0, hIAP act 0.99, hIAP block 0, mIAP activ 0.95, mIAP inh 5, APOBEC3G inh -2, NR3A LBD binder -7, A3A deaminase 1 and beta cell repl 1.
Cc1cc(F)ccc1NC(=O)CCc1c(C)nn(-c2ccc(N3CCCCC3)nn2)c1C was read as MPTP block -2.7, hIAP act 1.1, hIAP block -7, mIAP activ 0.97, mIAP inh 3, APOBEC3G inh -5, NR3A LBD binder 0, A3A deaminase -1 and beta cell repl 4.
Screening CCOC(=O)c1c(C)[nH]c(C(=O)OCC(=O)N2CCN(S(=O)(=O)c3ccccc3)CC2)c1C returned MPTP block 0.5, hIAP act 1.1, hIAP block -12, mIAP activ 1.8, mIAP inh -80, APOBEC3G inh -6, NR3A LBD binder 1, A3A deaminase -4 and beta cell repl -1.
Screening COc1ccc(C2/C(=C(/O)c3ccccc3)C(=O)C(=O)N2c2ccccn2)cc1 (stereo not given) returned MPTP block -0.1, hIAP act 0.9, hIAP block 10, mIAP activ 0.89, mIAP inh 11, APOBEC3G inh -6, NR3A LBD binder 1, A3A deaminase -7 and beta cell repl 0.
`CN(C(=O)CSc1nncn1-c1ccccc1)C1CCS(=O)(=O)C1` (stereo not given) gave MPTP block -1.0, hIAP act 1.1, hIAP block -7, mIAP activ 1, mIAP inh -2, APOBEC3G inh 34, NR3A LBD binder 1, A3A deaminase 0 and beta cell repl -1.
Cc1ccc(N2CC(C(=O)Nc3ccc(S(=O)(=O)Nc4nccc(C)n4)cc3)CC2=O)cc1 (stereo not given) was read as MPTP block -2.0, hIAP act 0.93, hIAP block 7, mIAP activ 1, mIAP inh -2, APOBEC3G inh 1, NR3A LBD binder -1, A3A deaminase 1 and beta cell repl 2.
For Cc1nnc(SCC(=O)N/N=C/c2ccc(-c3ccc(C)c(Cl)c3)o2)s1 the results were MPTP block 4.4, hIAP act 1.1, hIAP block -12, mIAP activ 0.78, mIAP inh 22, APOBEC3G inh -5, NR3A LBD binder 2, A3A deaminase -1 and beta cell repl -4.
For O=C(NCc1ccccc1)Nc1cccn(Cc2cccc(F)c2)c1=O the results were MPTP block -1.4, hIAP act 1, hIAP block -5, mIAP activ 1, mIAP inh 0, APOBEC3G inh -11, NR3A LBD binder 3, A3A deaminase -7 and beta cell repl 0.
For Cn1c(=O)[nH]c(=O)c2c1nc(N1CCCCC1)n2CCSc1nc2ccccc2o1 the results were MPTP block 0.4, hIAP act 1, hIAP block -2, mIAP activ 1.1, mIAP inh -8, APOBEC3G inh -10, NR3A LBD binder -1, A3A deaminase -2 and beta cell repl 4.
O=C(CCCCCCCC(=O)NNC(=O)Nc1ccccc1)NNC(=O)Nc1ccccc1 was read as MPTP block -1.1, hIAP act 1.2, hIAP block -22, mIAP activ 0.96, mIAP inh 4, APOBEC3G inh -3, NR3A LBD binder -3, A3A deaminase 2 and beta cell repl 0.
